TCR CD3 inh – inhibitors of human TCR-CD3 interaction, primary screen, biochemical, fluorescence, TAMRA-labeled TCR probe; T-cell receptor (TCR); inhibition, % at 9.4 µM; 360,000 compounds, 0.37% hits; AID 651800, 2012; in the data active = inhibition above about 19%;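 note: recombinant mutant TCR 2C K166C tagged with TAMRA read by polarization; 0% = receptor in buffer alone and 100% = receptor with positive control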
mABHD4 FP – ABHD4 inhibitors, primary screen, biochemical, fluorescence polarization, mouse; (Lyso)-N-acylphosphatidylethanolamine lipase (Mus musculus), Q8VD66; purified mABHD4, FP-Rh probe fluorescence polarization; inhibition, % at 8.92 µM; 370,000 compounds, 0.54% hits; AID 720543, 2013;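 active = inhibition exceeding the mean over every tested compound plus 3 SD, cut at about 30% in these data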;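 note: 0% = plate median of compound wells and 100% = S159A mutant with DMSO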
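Assay system: Wild-type mouse ABHD4 protein | Medium: HEPES pH 7.0 buffer, 150 mM NaCl, 0.01% Pluronic F-127 | Incubation: Enzyme–compound pre-incubation 45 min, then probe 60 min, both 25 °C | Technique: Fluorescence polarization with parallel and perpendicular emission, 525/598 nm | Evaluation: % inhibition of FP-Rh probe binding versus controls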
PRMT1 FP inh – PRMT1 methyltransferase inhibitors, primary screen, biochemical, fluorescence polarization. recombinant PRMT1, activity-based probe fluorescence polarization. inhibition, % at 2.79 µM. 370,000 compounds, 1.3% hits. AID 652257, 2013;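 active = inhibition above about 21% made by adding two undisclosed values, limit read from the data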
SIAE primary – human SIAE inhibitors, primary screen, biochemical, fluorescence polarization, FP-Rh probe, 1536-well HTS. Sialate O-acetylesterase (Homo sapiens), Q9HAT2. SIAE FP-Rh probe binding. inhibition, % at 9.66 µM. 370,000 compounds, 0.69% hits;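 active = inhibition above a cutoff: mean of compounds within the control limits plus 3 SD of those, cut at about 17% in these data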;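 note: 0% = plate median of compound wells and 100% = probe without SIAE protein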
HTRA1 inhibitor – HTRA1 serine protease inhibitors, primary screen, biochemical, fluorescence polarization, HTS; recombinant HTRA1, FP-rhodamine activity-based probe; inhibition, % at 5.96 µM; 340,000 compounds, 0.5% hits; AID 504803, 2011; in the data active = inhibition above about 36%;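 note: 0% = enzyme with DMSO and 100% = wells lacking enzyme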
GC-B act – human GC-B receptor activators, primary screen, HEK293 GC-B cells, cGMP TR-FRET, EC30 CNP; Atrial natriuretic peptide receptor 2 (Homo sapiens), P20594; 0% at EC30 CNP, 100% saturating CNP; activation, % at 10 µM; 370,000 compounds, 0.11% hits; AID 1920062, 2024;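 active = activation at 10 µM reaching about 35% in either raw or pattern-adjusted values, limit read from the data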
Target sequence (P20594 whole entry, looked up): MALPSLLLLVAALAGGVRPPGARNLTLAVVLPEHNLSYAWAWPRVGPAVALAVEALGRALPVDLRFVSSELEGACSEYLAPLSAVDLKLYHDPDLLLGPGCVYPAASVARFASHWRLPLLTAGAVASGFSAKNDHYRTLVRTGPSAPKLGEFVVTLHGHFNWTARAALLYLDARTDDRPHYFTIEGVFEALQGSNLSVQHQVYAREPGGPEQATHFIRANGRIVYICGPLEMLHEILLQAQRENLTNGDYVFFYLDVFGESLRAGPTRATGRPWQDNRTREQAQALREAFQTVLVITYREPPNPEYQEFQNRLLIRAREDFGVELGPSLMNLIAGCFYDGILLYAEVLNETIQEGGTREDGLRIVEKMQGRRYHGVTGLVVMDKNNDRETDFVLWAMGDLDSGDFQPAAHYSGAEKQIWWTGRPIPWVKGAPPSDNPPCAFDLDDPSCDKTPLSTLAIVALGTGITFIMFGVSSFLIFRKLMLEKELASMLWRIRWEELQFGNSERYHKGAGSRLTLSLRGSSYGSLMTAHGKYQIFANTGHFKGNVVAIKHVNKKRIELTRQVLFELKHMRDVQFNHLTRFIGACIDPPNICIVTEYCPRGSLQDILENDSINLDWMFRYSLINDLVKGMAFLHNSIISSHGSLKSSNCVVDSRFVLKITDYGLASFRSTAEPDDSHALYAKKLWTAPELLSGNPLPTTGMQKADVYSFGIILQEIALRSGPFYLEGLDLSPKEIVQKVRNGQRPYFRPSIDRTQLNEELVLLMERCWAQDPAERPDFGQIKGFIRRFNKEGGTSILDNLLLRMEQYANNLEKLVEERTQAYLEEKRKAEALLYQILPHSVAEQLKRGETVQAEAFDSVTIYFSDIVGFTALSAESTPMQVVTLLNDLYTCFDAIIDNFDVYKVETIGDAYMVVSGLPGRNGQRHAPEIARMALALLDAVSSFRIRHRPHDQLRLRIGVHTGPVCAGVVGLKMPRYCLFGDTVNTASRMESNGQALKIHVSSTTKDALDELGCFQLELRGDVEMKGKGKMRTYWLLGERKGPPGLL
LEDGF integ inh – blockers of LEDGF/p75-dependent integrase strand transfer – biochemical, TR-FRET, high throughput, primary screen | HIV-1 integrase (with human LEDGF/p75) | TR-FRET IN-LEDGF/p75 DNA integration, Eu/Cy5 | inhibition, % at 3.7 µM | 370,000 compounds, 0.64% hits | AID 743269, 2014;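 active = inhibition above the screen-wide mean plus 3 SD, cut at about 13% in these data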;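 note: signal is the Cy5 over europium emission ratio at 671 and 618 nm; 0% = plate median of compound wells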
TDP2 inh – human TDP2 enzyme inhibitors, primary screen, biochemical, epi absorbance, recombinant enzyme. 370,000 compounds, 0.34% hits. T5PNP hydrolysis, p-nitrophenol absorbance 415 nm. Tyrosyl-DNA phosphodiesterase 2 (Homo sapiens), O95551. inhibition, % at 12.8 µM;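 active = inhibition above the mean of all tested compounds plus 3 SD, set per campaign, cut at about 25% in these data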;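 note: 0% = DMSO with enzyme and 100% = buffer with substrate but no TDP2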
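Incubation: 2 h at 37 °C; Test system: recombinant human TDP2; Quantity: enzyme 120 nM; Read-out basis: percent inhibition; Medium: 50 mM Tris-HCl pH 7.5 with Mg2+, KCl, DTT, BSA; Repeats: single replicate; Compound: 12.8 µM single point, 1% DMSO; Signal: epi absorbance; Reagent: 5 mM T5PNP chromogenic substrate; Benchmarks: no-enzyme high, DMSO-plus-enzyme low.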
rCAG binder – binders of r(CAG) RNA repeats, primary screen, biochemical, fluorescence. r(CAG) RNA repeat, TO-PRO-1 dye displacement fluorescence. inhibition, % at 3 µM. 370,000 compounds, 1.3% hits. AID 651821, 2012;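 active = inhibition above the plate cutoff, the mean of all test compounds on that plate plus 3 SD, cut at about 35% in these data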;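 note: 0% = DMSO alone and 100% = 100 µM mitoxantrone as full dye displacement; higher means more dye released from RNA so lower well fluorescence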
MBD2 inh – inhibitors of MBD2 binding to methylated DNA, primary screen, biochemical, TR-FRET, DNA-binding domain, human. Methyl-CpG-binding domain protein 2 (Homo sapiens), Q9UBB5. 370,000 compounds, 0.31% hits. inhibition, % at 4.4 µM. MBD2 binding to methylated oligonucleotide. AID 686964, 2013; in the data active = inhibition above about 13%
Active calls of the source: *; · = no result given. These rows are one share of the data, so the mix of outcomes need not match the whole.

SMILES | TCR CD3 inh | mABHD4 FP | PRMT1 FP inh | SIAE primary | HTRA1 inhibitor | GC-B act | LEDGF integ inh | TDP2 inh | rCAG binder | MBD2 inh
C=CCn1c(SCC(=O)Nc2ccc(C(=O)OCC)cc2)nnc1-c1cccs1 | -3.8 | -0.5 | 1.2 | 1.9 | -9.6 | -5.8 | 1.6 | 10.8 | -5.0 | 0.5
O=S1(=O)CC(N2CC=CC2)CN1Cc1ccc(F)cc1 (stereo unspecified) | 0.4 | -3.9 | 10.2 | 4.0 | · | 2.5 | -3.5 | -5.1 | 4.0 | 1.6
N/C(CC(=O)NC1CCCCC1)=N\OCC(=O)Nc1ccc(Cl)c(Cl)c1 | 0.8 | 2.8 | 2.8 | -1.2 | -22.5 | -3.4 | -3.6 | 12.7 | 1.5 | 7.3
O=C(COC(=O)COc1ccccc1F)NCCc1ccc(F)cc1 | -1.0 | -3.1 | -1.1 | 1.2 | 6.9 | -5.0 | 0.1 | 2.1 | -1.4 | -1.7
COc1ccc(OC)c(C2=NOC(C(=O)NCc3ccccn3)C2)c1 (stereo unspecified) | 4.0 | -1.4 | -2.4 | 3.9 | -4.2 | -3.1 | -2.8 | 0.5 | -10.9 | 0.4
O=C(Oc1cccc(N2C(=O)CCC2=O)c1)C1CC(=O)N(c2ccc(F)cc2)C1 (stereo unspecified) | 5.2 | -6.8 | -2.7 | 4.3 | 0.7 | -1.2 | -2.6 | 1.9 | -1.9 | 2.1
O=C(NN(CC(O)COc1ccccc1)CC(O)COc1ccccc1)c1ccccc1 (stereo unspecified) | -5.7 | -12.5 | 9.1 | -8.4 | -3.1 | 4.5 | 2.4 | -3.7 | -5.8 | 9.1
CCN(c1ccccc1)S(=O)(=O)c1cc2c3c(c1)CCN3C(=O)CC2 | -5.2 | -4.3 | -2.2 | 2.2 | -7.9 | 3.3 | 1.4 | -8.4 | -0.5 | 4.7
CCOC(=O)C1=C(C)OC(N)=C(C#N)C1C1CCCCC1 (stereo unspecified) | 0.0 | -1.1 | 0.5 | 5.7 | -16.6 | -3.1 | -1.8 | -3.4 | -4.7 | -6.3
COC(=O)c1ccc(C(=O)OC)c(NC(=O)COC(=O)C2CCCCC2)c1 | 5.9 | -2.5 | 0.4 | -0.7 | -4.3 | -3.9 | 1.2 | -1.8 | 1.8 | 0.9
Cc1cccc(NC(=S)N2CCC(c3nc4ccccc4o3)CC2)c1 | -2.9 | 0.0 | 3.1 | -5.2 | -6.6 | -1.6 | -8.1 | -6.0 | 0.2 | -0.7
Cc1ccc(C2=NC3(CCCC3)N=C2SCC(=O)Nc2ccc3c(c2)OCCO3)cc1 | -7.2 | -5.1 | 55.0* | -2.2 | -16.5 | -2.0 | -5.0 | -2.0 | 0.4 | -2.4
CC1=C(C(=O)NCCCOC(C)C)C2(CCC(C)CC2)OC1=O (stereo unspecified) | 3.0 | -1.1 | -3.4 | 2.6 | 1.1 | 2.5 | 3.6 | 5.5 | -1.6 | -1.5
Cc1c(NC(=O)Nc2cccc(Cl)c2Cl)c(=O)n(-c2ccccc2)n1C | -3.0 | 5.6 | -2.9 | -2.5 | -1.0 | 3.1 | 1.5 | -14.2 | -1.5 | -0.2
O=C(Cn1cc([N+](=O)[O-])cn1)N1CCN(c2ccccc2)CC1 | -0.1 | 6.0 | 0.9 | 5.0 | -5.2 | 6.3 | -1.3 | 6.8 | 1.9 | -5.4
CCOC(=O)CSc1nnc(NC(=O)c2cccc(S(=O)(=O)N3CCCC3)c2)s1 | 3.4 | -5.3 | -3.7 | -5.0 | -3.5 | -3.2 | 2.5 | -11.4 | 5.7 | 0.0
O=C(OCC(=O)N1CCc2ccccc21)c1ccccc1F | -0.4 | -6.1 | -2.5 | 7.6 | -5.0 | 1.6 | 4.2 | -0.8 | -5.3 | 1.6
CCOc1ccc(NC(=S)NC(C)c2cccs2)cc1 (stereo unspecified) | -3.7 | -0.1 | 3.0 | 0.7 | 1.5 | 1.6 | -2.1 | 10.6 | 1.0 | 1.3
O=C1c2ccccc2C(=O)N1OCc1ccc(Cl)cc1 | 0.7 | 3.6 | 0.5 | -1.6 | -1.1 | 6.1 | -1.1 | 2.0 | 1.2 | 3.5
CCOC(=O)N1CCC(NCCNC(=O)c2ccc(F)c(F)c2)CC1 | 4.0 | -5.0 | 2.7 | 3.6 | -1.0 | -1.5 | -1.1 | -4.1 | 11.3 | 0.3
COc1ccc(OC)c(CN2C(=O)CSCC2(C)c2nnnn2C2CCCC2)c1 (stereo unspecified) | · | 1.5 | -5.0 | 0.7 | · | 3.8 | 2.9 | 0.2 | 0.5 | -7.9
CCOC(=O)c1c(C)[nH]c(C)c1S(=O)(=O)N1CCN(C(=O)c2ccco2)CC1 | 3.8 | -1.3 | -0.9 | 0.0 | 6.5 | 2.3 | -3.2 | -3.0 | 1.1 | 0.7
CCCCC(=O)OCC(=O)Nc1ccc(C)c(F)c1 | -0.9 | 5.3 | 1.9 | -2.2 | -7.0 | 3.4 | -7.6 | 1.2 | -1.2 | -4.7
CCn1c(C)c(C)c2cc(C(=O)N3CCc4ccccc4C3)ccc21 | -10.2 | -27.9 | 5.7 | -15.2 | -28.6 | -3.6 | -6.8 | -7.6 | -0.6 | 1.4
O=C(NCC1CCCCC1)c1ccc(Cl)c(S(=O)(=O)N2CCOCC2)c1 | -3.3 | 1.2 | -2.1 | -3.3 | -9.3 | 1.2 | 2.2 | -12.7 | 0.2 | 2.0

Whole records as entered above. Order of values: TCR CD3 inh, mABHD4 FP, PRMT1 FP inh, SIAE primary, HTRA1 inhibitor, GC-B act, LEDGF integ inh, TDP2 inh, rCAG binder, MBD2 inh
CC1=C(C(=O)NCCCOC(C)C)C2(CCC(C)CC2)OC1=O (stereo unspecified) is listed as 3.0, -1.1, -3.4, 2.6, 1.1, 2.5, 3.6, 5.5, -1.6, -1.5
CCOC(=O)N1CCC(NCCNC(=O)c2ccc(F)c(F)c2)CC1 is listed as 4.0, -5.0, 2.7, 3.6, -1.0, -1.5, -1.1, -4.1, 11.3, 0.3
O=C(OCC(=O)N1CCc2ccccc21)c1ccccc1F is listed as -0.4, -6.1, -2.5, 7.6, -5.0, 1.6, 4.2, -0.8, -5.3, 1.6

Remaining list, next part:
SMILES | TCR CD3 inh | mABHD4 FP | PRMT1 FP inh | SIAE primary | HTRA1 inhibitor | GC-B act | LEDGF integ inh | TDP2 inh | rCAG binder | MBD2 inh
Nc1nc(-c2cccnc2)nn1C(=O)c1ccccc1Cl | -5.3 | 4.4 | -0.1 | -2.8 | 4.4 | · | -3.1 | 6.6 | -0.3 | -0.9
CC1(C(=O)N2CCN(C(=O)c3ccco3)CC2)CCN1Cc1ccccc1OC(F)F (stereo unspecified) | -2.7 | -1.4 | 0.2 | 2.4 | · | 3.0 | -0.6 | 1.0 | -3.3 | 3.2
O=C(CN1c2ccccc2Sc2ccccc21)NNC(=O)Nc1ccc(Cl)c(Cl)c1 | -6.5 | 1.3 | 5.9 | 8.6 | 0.2 | 0.0 | -1.8 | 4.6 | 4.0 | 1.5
CCc1ccc(OCCSc2nc3ccccc3n2CC(=O)O)cc1 | -0.6 | 3.0 | 1.9 | -2.5 | 6.5 | 0.6 | 2.2 | -6.0 | 14.3 | 0.7
O=[N+]([O-])c1ccc(N2CCN(c3ccc(F)cc3)CC2)cc1 | 3.1 | 0.8 | -1.5 | -3.5 | -1.3 | -3.1 | 0.2 | 2.1 | 0.5 | -5.3
COc1ccc(Cl)cc1C(=O)NCC#N | 7.7 | -10.4 | -0.9 | 4.1 | 4.1 | 8.6 | 1.9 | -6.7 | 0.0 | 1.7
CCc1nc(OCCN(C)C)c2oc3ccccc3c2n1 | 3.4 | -0.1 | -1.5 | -2.7 | -9.4 | -3.5 | 0.4 | -8.2 | -3.3 | 1.2
Cc1ccc2nc(Cn3cc(C(F)(F)F)cc(Cl)c3=O)cc(=O)n2c1 | 10.7 | 1.9 | 1.4 | -4.5 | 1.3 | 2.1 | -0.6 | 14.6 | 0.1 | -6.3
Cc1ccccc1CN1CCC(n2nccc2NC(=O)CCOc2ccccc2)CC1 | -0.9 | 8.2 | -4.1 | 2.7 | -1.3 | -5.3 | 2.7 | -7.1 | -4.8 | -5.0
O=C(NCc1ccncc1)C(=O)NCc1ccncc1 | -3.7 | -1.2 | -6.1 | -8.0 | 1.1 | -3.3 | 6.0 | -13.7 | 0.7 | -3.6
CC(NC(=O)COc1ccc(N(C)S(=O)(=O)c2ccccc2)cc1)c1ccccc1 (stereo unspecified) | -4.8 | -4.1 | 0.0 | -1.9 | -5.5 | -3.6 | 6.1 | -9.6 | -2.3 | 2.6
CC(C)c1nc(SCC(=O)N2CCOCC2)c2c(=O)n(C)c(=O)n(C)c2n1 | -3.4 | 4.4 | 1.8 | 2.7 | -1.3 | 3.6 | 0.3 | 0.3 | 1.1 | -0.7
CCN(CC)CCCNC1CCS(=O)(=O)C1 (stereo unspecified) | 2.4 | 0.8 | 1.3 | -0.6 | 7.8 | 0.1 | 5.4 | -13.7 | -1.5 | 1.3
Cc1cc(Cl)ccc1NC(=O)CCCN1C(=O)CCC1=O | 1.9 | 1.4 | -1.9 | -2.4 | 6.2 | -0.5 | -2.2 | -6.8 | 0.1 | -0.1
O=C(O)c1cnn2c1NC(c1ccc(F)cc1)CC2C(F)(F)F (stereo unspecified) | 0.1 | 4.5 | 4.9 | 1.0 | 3.4 | 0.7 | 0.3 | 3.5 | -2.0 | 0.7
CCOC1=NC(=C(c2ccccc2)c2ccccc2)OC1=O | 0.1 | 10.1 | 2.5 | 2.4 | 1.9 | -0.6 | 1.5 | 8.3 | 0.1 | -5.3
CCOc1ccc(N2C(=O)C(CC(=O)Nc3ccccc3)N(Cc3ccccn3)C2=S)cc1 (stereo unspecified) | -1.3 | -9.2 | -1.5 | 1.5 | -7.6 | -7.6 | -1.2 | 4.9 | 1.7 | 2.7
CCCCCCCCNS(=O)(=O)CCNC1CCCCC1 | 4.3 | 8.7 | -3.2 | 8.0 | 6.2 | -2.6 | 2.2 | -2.4 | -0.4 | -0.2
O=C(CN1C(=O)CSC1=O)Nc1ccc(N2CCOCC2)cc1 | 2.6 | -3.5 | 4.5 | 8.8 | 4.2 | 0.1 | 3.5 | 2.5 | 2.2 | 3.9
